# From PubChem BioAssay
# Pf apPOL block = Pf-apPOL DNA polymerase inhibition; Recombinant Pf-apPOL, molecular beacon fluorescence, 1.5 h; inhibition, % at 10 µM; 210,000 tested, 0.25% active; AID 1794808
# mHTT-CaM PPI inh = mHTT-calmodulin interaction abrogation. AlphaScreen His-mHTT/GST-CaM binding, luminescence. P42858. inhibition, % at 15 µM. 190,000 tested, 3.6% active;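 note: 0% = both proteins with DMSO and 100% = one protein alone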
# Numbers without * were called inactive; · = not tested or not shown; & = joins results of further samples. Cut-off read from the data, not from the text of the source: active = inhibition above about 50%; inactive = the rest.
# Each structure is followed by: Pf apPOL block	mHTT-CaM PPI inh
Cc1cn2c(=O)c3ccccc3nc2nc1Nc1ccccc1C(=O)O
  9	1
O=C(CSC1CCCC1)N1CCCC(c2nnc(-c3ccccc3F)s2)C1 (stereo not given)
  -4	1
CCn1ccc(C(=O)N2CCC(c3nc(-c4ccncc4)no3)C2)n1 (stereo not given)
  -3	-2
CN(C)CN1C(=O)C(=Nc2cccnc2)c2ccccc21
  1	5
CCC(C)NC(=O)CN1C(=O)/C(=C/c2ccc(C(F)(F)F)cc2)Sc2ccccc21 (stereo not given)
  -7	1
CCC(=O)Nc1sc2c(c1C(=O)N1CCCCC1)CCCCC2
  4	4
CCN1CCN(CCNC(=O)c2cc3cn(C4CCCC4)cc3s2)CC1
  -4	17
Cc1ccc([N+](=O)[O-])cc1N=Cc1cc(Br)ccc1O
  -2	4
Cc1nnsc1C(=O)NCc1c(Cl)cccc1Sc1ccc(Cl)cc1
  -18	·
COCCn1c(=N)c(C#N)cc2c(=O)n3cccc(C)c3nc21
  -4	-3
COc1ccc(C(=O)N2CCC(Oc3cc(N(C)C)ncn3)C2)cc1 (stereo not given)
  2	4
O=C1CC(c2ccc(F)cc2)Cc2nc(NCc3ccccc3)ncc21 (stereo not given)
  -5	1
Cc1cccc(NC(=O)CSc2nc(N)c(C#N)c(-c3ccc(F)cc3)c2C#N)c1
  -2	-4
COC(=O)[C@H](CC(C)C)NS(=O)(=O)c1c(F)cccc1F
  8	-2
Cc1ccc(Nc2cc(C)nc3ccnn23)cc1
  1	-5
N#Cc1cnc(N)c(C#N)c1Nc1ccccc1
  -7	-4
Cc1c(Cl)cccc1NS(=O)(=O)c1ccccc1
  -15	-14
COc1ccc(C)cc1NS(=O)(=O)c1ccc2[nH]c(=O)c(=O)[nH]c2c1
  -5	4
CCC(=O)Oc1ccc2c(c1)OC(=Cc1cc(OC)c(OC)cc1OC)C2=O
  -76	2
CCCCN1C[C@H](COC(=O)CCC)Oc2cccc(F)c2S1(=O)=O
  -5	-36
Cn1c(CC(=O)O)c(Sc2ccccc2)c2ccccc21
  26	-1
COc1nccnc1NC1CCN(C(=O)c2ccccc2C)CC1
  -3	3
CCCCN1CC(COCc2ccccc2)Oc2cccc(N3CCCC3)c2S1(=O)=O (stereo not given)
  -2	3
CC1=C(C(=O)Nc2ccccc2)C(c2ccc(F)cc2)n2nnnc2N1 (stereo not given)
  -2	-5
O=c1[nH]c2ccccc2c2ccccc12
  10&-6&-12	·
C=CC(C)(C)OCC(O)CN1CCN(CCO)CC1 (stereo not given)
  -5	0
Cc1c(Cl)cccc1NC(=O)N1CCc2nc[nH]c2C1
  -2	-8
Cc1ccc(NC(=O)C2CCCN(c3nnc4cccc(C)n34)C2)cc1F (stereo not given)
  -3	53*
O=C(NCCCc1ccccc1)C1CCCN(C(=O)c2ccccc2Cl)C1 (stereo not given)
  -6	25
O=C(NCc1cccnc1)C1CCC(=O)N1CCc1ccccc1 (stereo not given)
  -13	-2

# Already shown: 14 of the compounds above.
# Each structure is followed by: Pf apPOL block	mHTT-CaM PPI inh
Cc1c(Cl)cccc1NS(=O)(=O)c1ccccc1
  -15	-14
COc1ccc(C)cc1NS(=O)(=O)c1ccc2[nH]c(=O)c(=O)[nH]c2c1
  -5	4
CCC(=O)Oc1ccc2c(c1)OC(=Cc1cc(OC)c(OC)cc1OC)C2=O
  -76	2
CCCCN1C[C@H](COC(=O)CCC)Oc2cccc(F)c2S1(=O)=O
  -5	-36
Cn1c(CC(=O)O)c(Sc2ccccc2)c2ccccc21
  26	-1
COc1nccnc1NC1CCN(C(=O)c2ccccc2C)CC1
  -3	3
CCCCN1CC(COCc2ccccc2)Oc2cccc(N3CCCC3)c2S1(=O)=O (stereo not given)
  -2	3
CC1=C(C(=O)Nc2ccccc2)C(c2ccc(F)cc2)n2nnnc2N1 (stereo not given)
  -2	-5
O=c1[nH]c2ccccc2c2ccccc12
  10&-6&-12	·
C=CC(C)(C)OCC(O)CN1CCN(CCO)CC1 (stereo not given)
  -5	0
Cc1c(Cl)cccc1NC(=O)N1CCc2nc[nH]c2C1
  -2	-8
Cc1ccc(NC(=O)C2CCCN(c3nnc4cccc(C)n34)C2)cc1F (stereo not given)
  -3	53*
O=C(NCCCc1ccccc1)C1CCCN(C(=O)c2ccccc2Cl)C1 (stereo not given)
  -6	25
O=C(NCc1cccnc1)C1CCC(=O)N1CCc1ccccc1 (stereo not given)
  -13	-2

# Remaining list, next part:
# Each structure is followed by: Pf apPOL block	mHTT-CaM PPI inh
CC1=C(C(=O)Nc2ccccn2)C(c2ccc(F)cc2)C2=C(CC(C)(C)CC2=O)N1 (stereo not given)
  -9	0
CCOCCCNC(=O)C1CCCN(C(=O)c2cc(C)cc(C)c2)C1 (stereo not given)
  -1	6
COc1ccccc1CC(=O)Nc1cccc(F)c1
  -9	-8
O=C(N[C@H]1CCC(=O)N(CCSc2ccc(Br)cc2)CC1)OCc1ccccc1
  -8	30
Cc1[nH]c2c(Cl)cccc2c(=O)c1CN1CCCCC1
  3	-2
Cc1ccc(NC(=O)CSc2nc3nc(C)cc(C)n3n2)c(Cl)c1
  -12	21
CCOC(=O)c1c(-c2cccs2)csc1NC(=O)CSc1ncn[nH]1
  -11	4
CS(=O)(=O)N(CC(=O)N1CCc2ccccc2C1)c1ccc(Cl)cc1
  2	-1
COc1ccc(NC(=O)COc2ccccc2Cl)c(OC)c1
  -3	7
Cc1cc(N2Cc3ccccc3C2)ccc1C=O
  3	82*
Cc1sc2c(=O)n(CC3CC3)cnc2c1C(=O)NC1CCCCCC1
  2	17
O=C1C(N2CCOCC2)CCCN1Cc1ccccc1Cl (stereo not given)
  1	-5
O=C(O)CCSc1ccc2ccccc2c1
  -2	·
O=c1oc2c([N+](=O)[O-])cccc2cc1-c1nc(-c2ccc(Cl)cc2)cs1
  0	8
COc1ccc(N=Cc2cc(Br)ccc2O)cc1Cl
  -2	2
O=C(c1cc(-c2ccco2)on1)N1CCCC1c1ccccc1F (stereo not given)
  -6	4
O=C(Nc1cccc(C(F)(F)F)c1)OCCCN1CCC2(CCC(c3ccccc3)CC2)C1=O (stereo not given)
  -7	-7
O=C(CCn1cccc(C(F)(F)F)c1=O)Sc1ccc(Cl)cc1
  -1&-10	·
Cc1ccc(-n2ncc3c(NCc4ccccc4Cl)ncnc32)c(C)c1
  1	9
Cc1c(Cl)c([N+](=O)[O-])nn1CC(=O)Nc1ccc(S(N)(=O)=O)cc1
  15	0
C#CCN1C(=O)C(=O)c2cc(Br)ccc21
  0&-2	13&7
Cc1ccc2nc(N3C(=O)c4cccc([N+](=O)[O-])c4C3=O)sc2c1
  5	-1
CCn1cc(CN2CCC(C(=O)NCc3cccc(Cl)c3)CC2)c2cc(OC)ccc21
  1	90*
O=C(Nc1ccccc1Sc1ccc(C(F)(F)F)cc1[N+](=O)[O-])C(Cl)Cl
  -1	·
O=C(C1CCN(c2nc3ccc(-c4cccs4)nc3s2)CC1)N1CCOCC1
  0	13
Cc1ccc(NC(=O)c2ccc(Cl)c(Cl)c2)nc1
  -3&-12	-7&-14
CCN1CCN(CCCNC(=O)C2CCCN(c3cc(=O)n(C)c(=O)n3C)C2)CC1 (stereo not given)
  -1	-8
Cn1ncc(NC(=O)ON=C(N)c2cc(C(F)(F)F)cc(C(F)(F)F)c2)c1-n1cccc1
  -13	·
Cn1c(=O)c2c(ncn2CC(O)CNC=O)n(C)c1=O (stereo not given)
  ·	-10
Cc1nnc(-c2cc3ccccc3n2Cc2ccccc2Cl)o1
  -3	-12
COc1ccc(CNC(=O)c2cc3n(n2)C(C(F)(F)F)CC(c2ccc(OC)cc2)N3)cc1 (stereo not given)
  -50	16
O=C(O)CC(CC(=O)Nc1ccc(N2CCOCC2)cc1)c1ccccc1 (stereo not given)
  -2	·
CC1=C(C(=O)Nc2c(F)cccc2F)C(c2cccnc2)C2=C(CCCC2=O)N1 (stereo not given)
  38	3
COc1ccc(NC(=O)c2ccc(-c3cccc(F)c3)nc2)cc1
  1	-7
Cc1ccc(CN2C(=O)NC3(CCN(C(=O)c4ccc(C(C)(C)C)cc4)C3)C2=O)cc1 (stereo not given)
  3	13
Cc1c(Cl)c([N+](=O)[O-])nn1CC(=O)NCC(C)C
  0	0
O=C(c1ccco1)N1CCN(c2ccc([N+](=O)[O-])cn2)CC1
  -1	0
O=C(CN1CCOCC1)Nc1c2c(nc3c1CCC3)CCC2
  -412	0
CC(C)c1nnc(NC(=O)CSc2nc3ccccc3[nH]2)s1
  -1	1
CC(C)c1ccc(N2CCN(C(=O)c3cccs3)C(C)C2=O)cc1 (stereo not given)
  -4	1

# Single records (already shown). Screens in order: Pf apPOL block, mHTT-CaM PPI inh
# COc1ccc(CNC(=O)c2cc3n(n2)C(C(F)(F)F)CC(c2ccc(OC)cc2)N3)cc1 (stereo not given) reads -50, 16
# CC(C)c1nnc(NC(=O)CSc2nc3ccccc3[nH]2)s1 reads -1, 1

# Going on with the list:
# Each structure is followed by: Pf apPOL block	mHTT-CaM PPI inh
O=C(C=C(O)c1ccccc1)C(F)F
  -2	-8
CCn1cc(C(=O)O)c(=O)c2cc(F)c(N(C)CCc3ccc(OC)c(OC)c3)cc21
  -2	42
COc1ccc(C)cc1NC(=O)N1CCC2(CC1)NC(=O)c1ccc(Cl)cc1N2
  -9	6
CCOc1ccccc1NC(=O)C1c2ccccc2C(=O)N(C)C1c1cccs1 (stereo not given)
  23	2
COC1CCCCC1Nc1cc(C)cc(C)c1 (stereo not given)
  -3	14
CCC(=O)N1CCc2ccccc2C1C(=O)NCc1ccc(SC)cc1 (stereo not given)
  0	7
COc1cc(C(F)(F)F)nc2c(C(=O)NNC(=O)c3ccc(Cl)cc3)scc12
  -7	·
COc1cccc(/C=C(\C#N)c2nn(-c3ccccc3)c(N)c2C#N)c1
  -1	21
CC(C)NC(=O)CSc1nccnc1N1CCN(c2ccccc2)CC1
  -4	5
Cc1cc(C)nc(-n2nc(C)c3c2CC(c2ccc(F)cc2)CC3=O)n1 (stereo not given)
  0	10

# Further results follow:
SMILES | Pf apPOL block | mHTT-CaM PPI inh
CCOC(=O)CSc1nnc(CNC(=O)c2cc(OC)c(OC)c(OC)c2)n1C | 0 | -5
Cc1nn(-c2ccccc2)c2nc(N3CCCC(C(=O)NCc4ccc(F)cc4)C3)sc12 (stereo not given) | -2 | -3
O=C(O)C1CCCCC1C(=O)NC1=NCCS1 (stereo not given) | 0 | 19
O=C(NC1CC1)C1CCCN(c2ncnc3c2oc2ccccc23)C1 (stereo not given) | -7 | -4
CCOC(=O)N1CCN(CCC(=O)Nc2ccc(F)c(F)c2)CC1 | 10 | -1
COc1cc(SC)ccc1C(=O)Nc1ccc(Cl)cn1 | -1 | -6
O=[N+]([O-])c1ccc(OCC2COS(=O)O2)cc1 (stereo not given) | -12 | 0
Cc1ccc(CNC(=O)c2cc3n(n2)CCCN(Cc2ccc(F)cc2)C3=O)cc1 | -3 | 4
Cc1ccn2c(-c3csc(Nc4ccc(N)cc4)n3)c(C)nc2c1 | -8 | 65*
Cc1nc(NCC(C)O)nc(NC2CCCCC2)c1[N+](=O)[O-] (stereo not given) | -3&-5 | 2&-3
COc1ccc(C=C2Oc3cc(OC(=O)C4CC4)ccc3C2=O)c(OC)c1OC | -12 | 6
CN=C1S/C(=C/c2ccc(N3Cc4ccccc4C3)cc2)C(=O)N1C | -1 | 23
Cc1noc(C)c1C1CCCN1C(=O)Cc1ccc(F)cc1 (stereo not given) | -6 | 3
Cc1c(-c2ccc(C3NC(C(=O)O)CS3)o2)cccc1[N+](=O)[O-] (stereo not given) | -3 | 52*
CC(=O)N(CC1CCCO1)C1(C(=O)NC2CCCC2)CCCCC1 (stereo not given) | -4 | 2
Cn1nc(C(=O)NCc2ccccc2)c2c1CCN(C(=O)Cc1ccc(F)cc1)C2 | -6 | 78*
COc1ccc(C)cc1NC(=O)C1CCC(CNS(=O)(=O)c2cccs2)CC1 (stereo not given) | -6 | 15
CC(CC1OCC(CN2CCCCC2)O1)CC(C)(C)C (stereo not given) | 3 | 1
COc1cc(C)c(S(=O)(=O)Nc2ccccn2)cc1C | 0 | -2
Cc1nc(SCC(=O)NCc2ccccc2)n[nH]1 | -5 | 1
COCCCNC(=O)CSC1=Nc2ccccc2C2=NC(Cc3ccccc3)C(=O)N12 (stereo not given) | 1 | 1
Cc1cc(C)cc(NC(=O)CCc2ccc3nc[nH]c3c2)c1 | -6 | -2
COc1ccc(C(=O)N2CCc3c(c(-c4nc(-c5ccc(F)cc5)no4)nn3C)C2)cc1 | -2 | 4
CCOC(=O)N1CCN(C(c2ccc(SC)cc2)c2c(O)cc(C)n(CC)c2=O)CC1 (stereo not given) | 11 | 69*
Cc1ccccc1CNC(=O)C1(C)CCCN(C(=O)Nc2ccc(Cl)cc2)C1 (stereo not given) | 5 | 0
COc1ccccc1/C=C/C1=NC(=C\c2cccc(Cl)c2)/C(=O)O1 | 10 | 11
Cc1ccc(NC(=O)N(C2CCCCC2)C(C)c2cccnc2)cc1C (stereo not given) | -16 | -1
CCOc1ccc(-c2cc(C)n3nc(C(=O)Nc4ccccc4C(F)(F)F)cc3n2)cc1 | 0 | -13
CCc1noc(-c2cccn2Cc2ccccc2Cl)n1 | 2 | -64
Cc1ccc2nc(N3CCC(C(=O)NCCC4=CCCCC4)CC3)[nH]c2c1 | -20 | 0
COc1ccc(-c2nc(SCc3cccnc3)c3c(=O)n(C)c(=O)n(C)c3n2)cc1 | -2 | -3
Cc1c(-c2noc(C(=O)N3CCCCC3)n2)oc2ccccc12 | 2 | -51
CCCCC[C@H](C)N1C[C@H](COCc2ccccc2)Oc2cc(N3CCC[C@@H]3COC)ccc2S1(=O)=O | -4 | -9
CC1CCCC1OCC(O)CN1CCc2ccccc2C1 (stereo not given) | -16 | -8
CCc1noc(C2(NC(=O)c3ccoc3)CCCCC2)n1 | 8 | -1
COc1ccc(-c2nc3ccc(C)cn3c2NC(=O)C2CCCC2)cc1 | -3 | 51*
Cc1ccc(NC(=O)c2ccc3c(c2)n(C)c(=O)c2ccnn23)cc1 | -12 | 2
CC(=O)c1ccc(Nc2c([N+](=O)[O-])c(=O)oc3ccccc23)cc1 | 0 | 11
O=C1CCCC2=C1C(c1ccc(Cl)cc1)c1c([nH]c(=O)[nH]c1=O)N2 (stereo not given) | -6 | 8
CC1=C(C(=O)NC(C)c2ccccc2)C2(CCCCCC2)OC1=O (stereo not given) | 0 | -6
CCOCCCn1c(=N)c(C(=O)NCCc2ccccc2)cc2c(=O)n3ccccc3nc21 | -5 | -5
